Screening data (PubChem BioAssay)
Abeta yeast res: qHTS for compounds that reverse cellular toxicity of Amyloid beta (A-beta) peptide in yeast: Primary Screen; yeast expressing A-beta42, growth rescue, OD600, 48 h; response scale: 0% DMSO, 100% iron-clioquinol control; Potency, µM (top dose mostly 46.1 µM), for inactives: at the top dose growth rescue, actives largely listed as activators; actives 0.063% (n = 410,000); AID 1347071, 2019; further: potency means the concentration at half of the fitted maximal effect; nearly all actives have a fitted effect of over 55% in size
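Yeast growth medium received pinned compounds, then yeast cells expressing toxic A-beta were added; plates incubated at 30 C for 48 hr. Growth read as absorbance at 600 nm, normalized to DMSO and equimolar FeCl3 plus clioquinol controls.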
aSyn yeast inh: qHTS of alpha-syn Inhibitors | Yeast expressing alpha-synuclein, growth rescue, BacTiter-Glo, 24 h | Potency, µM (series often up to 46.1 µM), for inactives: at the top dose growth rescue (activation), usual class: activators | actives 0.14% (n = 370,000); further: potency means the concentration at half of the fitted maximal effect; % of control where 0% means no effect; nearly all actives have a fitted effect of over 65% in size
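Rescue of yeast growth: cells expressing toxic alpha-synuclein, induced in galactose at OD600 0.02, incubated with compound 24 h at 30 C. ATP luminescence quantified growth; inhibitors of toxicity appear as activators.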
FUS suppressor: qHTS for Suppressors of FUS Proteinopathy: Primary screen using FUS-linked yeast assay | S. cerevisiae FUS-expressing, growth rescue, OD600, 24 h | Potency, µM (doses to about 76.6 µM), without a hit: at the highest dose growth rescue (activation), actives largely listed as activators | actives 0.24% (n = 390,000) | AID 1347120, 2019;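 further: potency means the concentration at half of the fitted maximal effect; plate controls were DMSO vehicle for no effect and reference control for full effect; nearly all actives have a fitted effect of over 55% in size; some results filed as inactive show a strong effect at the top dose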
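Read-out: OD at 600 nm after 24hr at 30C, reporting rescue of FUS-induced yeast toxicity. Cells at OD 0.005 in galactose (2%) minimal medium; compounds tested in a dilution series; CP55940 titration from 92uM final as control.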
IL-2 act: qHTS of IL-2 Activators. IL-2 activation reporter assay, cell-based qHTS; stimulated with anti-CD3/CD4/CD28 beads; in transgenic mouse T cells. activation, % (series mostly up to about 46 µM). actives 0.065% (n = 360,000); in the data active means activation above about 50%; inconclusive means mostly about 30% to 49%; further: 0% is about no effect
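Using fluorescent plate cytometry, EGFP and DsRed are detected in transgenic mouse T cells stimulated 18 h at 37 degrees C with antibody-coated beads after 60 min compound pretreatment.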
EPAC1 antag: qHTS for Antagonist of cAMP-regulated guanine nucleotide exchange factor 3 (EPAC1): primary screen; Rap guanine nucleotide exchange factor 3 (Homo sapiens), O95398; Potency, µM (top dose mostly 115 µM), inactives show at the highest dose activity change, negative = inhibition, hits mostly inhibitors; EPAC1 GEF assay, Rap1b-BODIPY-GDP exchange fluorescence; actives 0.14% (n = 360,000);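 further: potency means the concentration at half of the fitted maximal effect; plate controls were vehicle for no effect and positive control for full effect; nearly all actives have a fitted effect of over 50% in size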
Target sequence (O95398 whole entry, looked up): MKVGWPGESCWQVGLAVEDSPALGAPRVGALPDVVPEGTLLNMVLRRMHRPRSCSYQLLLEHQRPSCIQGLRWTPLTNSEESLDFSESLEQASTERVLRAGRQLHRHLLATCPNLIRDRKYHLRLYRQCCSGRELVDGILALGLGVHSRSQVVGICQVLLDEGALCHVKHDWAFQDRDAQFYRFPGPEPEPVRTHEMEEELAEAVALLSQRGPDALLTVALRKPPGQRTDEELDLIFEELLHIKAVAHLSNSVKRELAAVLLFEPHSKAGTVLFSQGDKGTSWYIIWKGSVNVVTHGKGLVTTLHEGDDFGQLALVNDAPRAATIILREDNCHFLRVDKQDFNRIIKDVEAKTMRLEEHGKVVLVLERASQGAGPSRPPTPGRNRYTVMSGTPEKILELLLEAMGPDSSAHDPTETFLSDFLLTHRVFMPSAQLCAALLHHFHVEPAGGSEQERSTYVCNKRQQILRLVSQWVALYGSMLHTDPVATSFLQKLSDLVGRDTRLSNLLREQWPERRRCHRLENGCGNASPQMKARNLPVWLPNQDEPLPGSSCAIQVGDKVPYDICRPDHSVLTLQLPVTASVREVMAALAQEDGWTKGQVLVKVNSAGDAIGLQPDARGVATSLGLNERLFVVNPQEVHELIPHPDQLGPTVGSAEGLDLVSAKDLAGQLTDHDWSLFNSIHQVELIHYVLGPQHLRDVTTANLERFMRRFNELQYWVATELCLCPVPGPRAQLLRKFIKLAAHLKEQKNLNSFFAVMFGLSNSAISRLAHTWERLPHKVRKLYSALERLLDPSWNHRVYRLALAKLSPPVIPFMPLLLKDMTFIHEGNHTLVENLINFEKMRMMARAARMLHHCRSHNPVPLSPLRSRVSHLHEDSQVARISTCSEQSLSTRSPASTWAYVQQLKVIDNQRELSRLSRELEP
EPAC1 agonist: qHTS for Agonist of cAMP-regulated guanine nucleotide exchange factor 3 (EPAC1): primary screen; Rap guanine nucleotide exchange factor 3 (Homo sapiens), O95398; EPAC1 agonist qHTS, biochemical assay; response scale: 100% = response to 6.5 mM cAMP; Potency, µM (top dose mostly 154 µM), for the others: at the highest dose activation, most hits filed as activators; actives 0.073% (n = 360,000); AID 720707, 2013; further: potency means the concentration at half of the fitted maximal effect; nearly all actives have a fitted effect of over 60% in size
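Fluorescent GDP-exchange assay: 100 nM EPAC1 with 250 nM Rap1B preloaded with BODIPY-GDP and 50 uM GDP; compounds tested as concentration series, 5 min at room temperature, then read every 5 min for 30 min (ex 480/em 540 nm); normalized to 6.5 mM cAMP.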
PLK1 PBD block: qHTS for Inhibitors of PLK1-PDB (polo-like kinase 1 - polo-box domain): Primary Screen. Serine/threonine-protein kinase PLK1 (Homo sapiens), P53350. Plk1 PBD binding of FITC phosphopeptide, fluorescence polarization. Potency, µM, for the others: max response, negative = inhibition, hits mostly inhibitors. actives 2.8% (n = 360,000). AID 720504, 2013; further: potency means the concentration at half of the fitted maximal effect; series mostly up to about 57 µM; on the % scale 0 is the no-effect control and ±100 the full control effect; nearly all actives have a fitted effect of over 65% in size
PI5P4Ka inh: qHTS for Inhibitors of phosphatidylinositol 5-phosphate 4-kinase (PI5P4K); Phosphatidylinositol 5-phosphate 4-kinase type-2 alpha (Homo sapiens), P48426; PI5P4Kalpha enzyme, ADP-Glo luminescence, 60 min; active compounds read low; max response, %; actives 1.2% (n = 330,000); AID 652105, 2013; active means max response of -50% or lower; inconclusive means between -30% and -50%; inactive means -30% or higher; further: value at the top dose of about 77 µM; on the % scale 0 is the no-effect control and ±100 the full control effect
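PI5P4Kalpha ADP-Glo assay; 5 microM ATP final; 60 min RT reaction; HEPES pH 7.4/EGTA/CHAPS, 5% DMSO; controls lacking substrate or enzyme; luminescent end-point.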
WRN helicase inh: qHTS for Inhibitors of WRN Helicase; actives 0.46% (n = 360,000); Potency, µM (top dose mostly 114 µM), for inactives: at the top dose activity change, negative = inhibition, actives largely listed as inhibitors; Bifunctional 3'-5' exonuclease/ATP-dependent helicase WRN (Homo sapiens), Q14191; AID 651768, 2012; WRN helicase unwinding, fluorescent forked duplex, kinetic; further: potency means the concentration at half of the fitted maximal effect; on the % scale 0 is the no-effect control and ±100 the full control effect; nearly all actives have a fitted effect of over 55% in size
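Kinetic red-fluorescence monitoring (525/598 nm) tracks WRN helicase activity after 100 nM fluorophore-quencher forked duplex and 2 mM ATP are added to 20 nM enzyme pretreated 15 min at room temperature with compound.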
Starred values were filed as active, the others as inactive; ? = inconclusive; . = not tested or not shown; [ ] = another dose, or the depositor's remark. Unless noted, the call rests on the fitted dose curve; in most records, active means well fitted curve in the direction sought with a large enough effect; inconclusive means small, poorly fitted or top-dose-only effect, or another doubt; inactive means no such curve, though single readings can be large; an effect the other way counts as inactive or inconclusive.

No. | Molecule | Abeta yeast res | PLK1 PBD block | WRN helicase inh | PI5P4Ka inh | IL-2 act
1 | Cc1onc(-c2ccccc2)c1CNC(=O)C1COc2ccccc2O1 (stereo not drawn) | 8% | -12% | 5% | 3 | -3.1
2 | COc1ccccc1C(=O)N1CCNC(=O)C1CC(=O)Nc1ccc(Cl)cc1 (stereo not drawn) | 2% | -6% | -32%[57.1 µM] | 0 | -0.1
3 | Cc1ccc(-c2cc(C(=O)N3CCCCC3)c3ccccc3n2)cc1C | -29% | -8% | -7%[57.1 µM] | 8 | -2.1
4 | O=C(Nc1cccc2ncccc12)c1ccc2c(c1)OCCO2 | 2% | -5% | 0% | 2 | 0.9
5 | CC1(C)C(=O)Nc2ccccc2N1C(=O)COC(=O)Cn1cnc2ccccc2c1=O | 2% | 2% | 2% | . | -1.6
6 | CCn1c(SC)nnc1-c1ccc(S(=O)(=O)N2CCCCC2)cc1 | 0% | -6% | 7% | . | -2.1
7 | O=C(CCNC(=O)c1ccc(Cl)cc1)NN1C(=O)NC2(CCCCC2)C1=O | -5% | -6% | 1% | 0 | 3.1
8 | COCC(=O)N1CCC(n2nccc2NC(=O)CCOc2ccccc2)CC1 | -13% | 5% | 3% | -7 | -0.4
9 | CC(=O)O[C@H]1CC[C@@]2(C)C(CCC3C2CC[C@]2(C)OC(=O)CCC32)C1 (stereo partly drawn) | -30% | -7% | -3% | 3 | -2.6
10 | CC(=O)Cn1ncc(Br)c(Br)c1=O | -15% | -19% | 4% | -2 | -0.5
11 | CC(Oc1ccc(Cl)cc1Cl)C(=O)OCn1nnc2ccccc2c1=O (stereo not drawn) | ? | -2% | -5% | 2 | -2.9
12 | COc1cc(Cl)c(C)cc1NC(=O)c1cc(S(=O)(=O)N(C)C)ccc1N1CCCC1 | 12% | -5% | -15% | 25 | 1.4
13 | O=C(COC(=O)/C=C/c1ccc(OC(F)F)cc1)Nc1ccc2[nH]c(=O)[nH]c2c1 | -3% | 2% | -1% | 4 | 0.5
14 | O=C(O)c1c[nH]c2ccc(S(=O)(=O)N3CCN(c4ccc(F)cc4)CC3)cc2c1=O | -4% | 1% | -29% | . | -1.2
15 | CCOc1ccc(C(=O)OCC(=O)NCc2ccco2)cc1OCC | 13% | -8% | ? | ? | -0.3

No. | FUS suppressor | aSyn yeast inh | EPAC1 agonist | EPAC1 antag
1 | 10% | -5% | 6% | -11%
2 | -15% | 1% | 7% | 15%
3 | 49% | -16% | 1% | -15%
4 | -3% | 0% | 5% | 6%
5 | 15% | -10% | -4% | -4%
6 | 13% | 0% | -15% | -1%
7 | -1% | -8% | 15% | -16%
8 | -16% | -8% | -13% | -24%
9 | 11% | 19% | 5% | -3%
10 | 8% | 4% | 4% | 2%
11 | -3% | 7% | 11% | -5%
12 | 31% | 11% | 15% | 1%
13 | 12% | 13% | 3% | 10%
14 | 22% | 2% | 27% | -18%
15 | ? | 3% | -4% | 4%

One compound at a time, from the list above. Order of values: Abeta yeast res | PLK1 PBD block | WRN helicase inh | PI5P4Ka inh | IL-2 act | FUS suppressor | aSyn yeast inh | EPAC1 agonist | EPAC1 antag
CC(Oc1ccc(Cl)cc1Cl)C(=O)OCn1nnc2ccccc2c1=O (stereo not drawn) is entered as ? | -2% | -5% | 2 | -2.9 | -3% | 7% | 11% | -5%
CCn1c(SC)nnc1-c1ccc(S(=O)(=O)N2CCCCC2)cc1 is entered as 0% | -6% | 7% | . | -2.1 | 13% | 0% | -15% | -1%

Later entries:
No. | Molecule | Abeta yeast res | PLK1 PBD block | WRN helicase inh | PI5P4Ka inh | IL-2 act
16 | COc1ccc(/C=N/NC(=O)c2ccc(COCC(F)(F)C(F)F)cc2)cc1 | 4% | -2% | -11% | 1 | -0.3
17 | CCC(C)(C)NC(=O)C(c1ccc(F)cc1)N(Cc1cccs1)C(=O)c1cnccn1 (stereo not drawn) | 3% | -11% | 7% | 14 | 1.3
18 | CN(CC(=O)NCCC1=CCCCC1)S(=O)(=O)c1ccc2c(c1)CCC(=O)N2 | 1% | -12% | -1% | 1 | -0.6
19 | O=C(CSc1nc2[nH]c(=O)cc(O)c2s1)Nc1nccs1 | -3% | -15% | -6% | ? | 2.7
20 | Cc1cc(C)nc(SCC(=O)N(C)CC(=O)Nc2c(Cl)cccc2Cl)n1 | 1% | -2% | -2% | 4 | -0.4
21 | O=C(COc1ccc(Br)cc1)Nc1nnc(C2CC2)s1 | -10% | -13% | 1% | -5 | 0.5
22 | C/C(=N/NC(=O)CNC(=O)Cc1ccc(Cl)cc1)c1ccco1 | 14% | -9% | -5% | -4 | 2.5
23 | COC(=O)C(Cc1ccc(OC(=O)c2ccccc2C)cc1)N1Cc2ccccc2C1=O (stereo not drawn) | -9% | -1% | -14% | 7 | -0.3
24 | O=S1(=O)CCN(Cc2csc(-c3cccs3)n2)CC1 | -18% | 3% | 6% | -5 | -3.9
25 | COc1cc2c3nnc(-c4ccc(F)cc4)c-3cn(Cc3ccc(F)cc3)c2cc1OC | -3% | ? | 10% | -7 | ?
26 | CN(CC(=O)N1CCc2ccccc21)S(=O)(=O)c1cccs1 | -18% | -2% | 2% | -3 | 0.1
27 | OC(c1ccc2ccccc2n1)c1c(Cl)cccc1Cl (stereo not drawn) | ? | -3% | -6% | 13 | -0.1
28 | CCOc1ccc(N2C(N)=NC(N)=NC2(C)C)cc1 | 23% | -16% | 0% | 10 | -1.5
29 | CCC(C)NS(=O)(=O)c1cccs1 (stereo not drawn) | 5% | 1% | 7% | -1 | -0.4
30 | O=C(/C=C/c1c(F)cccc1Cl)Nc1ncccn1 | -9% | 2% | -11%[57.1 µM] | -28 | -1.7

No. | FUS suppressor | aSyn yeast inh | EPAC1 agonist | EPAC1 antag
16 | . | 0% | -15% | -23%
17 | 12% | 0% | -3% | 0%
18 | -4% | 1% | -18% | -1%
19 | . | -7% | 1% | -1%
20 | 15% | -1% | -8% | 16%
21 | -1% | -1%[1.84 µM] | 2% | 19%
22 | 11% | 3% | 2% | 22%
23 | ? | -11% | -2% | -2%
24 | -9% | 0% | -4% | 8%
25 | 18% | -5% | -163%[inhibitor] | -32%
26 | -5% | -8% | -6% | -1%
27 | 2% | 0% | 13% | -22%
28 | 9% | -1% | 0% | 0%
29 | 3% | -1% | -3% | -5%
30 | 3% | -29% | -4% | 7%

By substructure: those above with an NH in an aromatic ring (three)
No. | Molecule | Abeta yeast res | PLK1 PBD block | WRN helicase inh | PI5P4Ka inh | IL-2 act
13 | O=C(COC(=O)/C=C/c1ccc(OC(F)F)cc1)Nc1ccc2[nH]c(=O)[nH]c2c1 | -3% | 2% | -1% | 4 | 0.5
14 | O=C(O)c1c[nH]c2ccc(S(=O)(=O)N3CCN(c4ccc(F)cc4)CC3)cc2c1=O | -4% | 1% | -29% | . | -1.2
19 | O=C(CSc1nc2[nH]c(=O)cc(O)c2s1)Nc1nccs1 | -3% | -15% | -6% | ? | 2.7

No. | FUS suppressor | aSyn yeast inh | EPAC1 agonist | EPAC1 antag
13 | 12% | 13% | 3% | 10%
14 | 22% | 2% | 27% | -18%
19 | . | -7% | 1% | -1%

Next records:
No. | Molecule | Abeta yeast res | PLK1 PBD block | WRN helicase inh | PI5P4Ka inh | IL-2 act
31 | COc1ccc(N2CCN(C(=O)CCN3C(=S)NC(C)(C)CC3C)CC2)cc1 (stereo not drawn) | -1% | -9% | -7% | 4 | -0.6
32 | CC(=O)c1ccc(NC(=S)NNC(=O)c2ccncc2)cc1 | -3% | -3% | -6% | -18 | 1.0
33 | Cc1cc(NC(=O)CCC(=O)N(Cc2cccs2)C(C(=O)NC2CCCC2)c2ccccc2)no1 (stereo not drawn) | -1%[9.22 µM] | -15% | -25% | -5 | -2.0
34 | CCC(=O)N1CCc2cc(S(=O)(=O)NC(C(=O)NC(C)c3ccccc3)C(C)C)ccc21 (stereo not drawn) | 17% | -6% | -9% | . | 2.5
35 | COCCNC(=O)Cc1c(C)c2cc3c(cc2oc1=O)OC(C)(C)CC3 | -6% | -6% | -2% | 0 | 1.3
36 | COc1ccc(-c2oc3ncnc(N)c3c2-c2ccccc2)cc1 | 8% | 0% | -8% | . | -0.4
37 | O=C(CCCCC(=O)Nc1c(I)cc(I)c(C(=O)O)c1I)Nc1c(I)cc(I)c(C(=O)O)c1I | -17% | -7% | 7% | -1 | 0.4
38 | CCCc1nc2oc3c(=O)[nH]cnc3c2c2c1COC(C)(C)C2 | -2% | -14% | -6% | -2 | 0.7
39 | COC(=O)c1sc(NC(=O)c2cccc([N+](=O)[O-])c2)c(C(N)=O)c1C | -7% | 27µM* | 1% | -15 | -2.3
40 | Cc1cc(C)nc(NC(=O)c2c(-c3c(Cl)cccc3Cl)noc2C)n1 | 7% | -4% | -2% | -5 | 2.2
41 | CCOC(=O)c1ccc(N2C(=O)CC(N3CCOCC3)C2=O)cc1 (stereo not drawn) | -32%[inhibitor] | -12% | 3% | -1 | 0.0

No. | FUS suppressor | aSyn yeast inh | EPAC1 agonist | EPAC1 antag
31 | -3% | 1% | -14% | 11%
32 | -2% | 0% | 5% | -17%
33 | 4% | -6% | -5% | -15%
34 | 25% | -2% | 0% | 0%
35 | -2% | -13% | 7% | -5%
36 | -9% | 0% | 19% | -22%
37 | -27% | 1% | -26% | -6%
38 | ? | -8% | 12% | 4%
39 | . | 4% | -8% | 6%
40 | 23% | 3% | 2% | -14%
41 | 7% | 1% | 0% | -7%
